# Source: PubChem
# PKA-R1A act – PKA-R1A complex activation | hit rate 0.083% among 340,000 | P00514+P68181 | AID 504707 | PKA-R1A dissociation, Cy5-IP20 fluorescence polarization; scaled: DMSO 0%, 113 µM cGMP 100% | activation, % at 11.4 µM;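 active means percent activation above the mean of all tested compounds plus 3 SD, cut at about 19% in these data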;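 further: higher means more PKAc released from R1A so a rise in polarization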
# SUMO Mot1 rescue – inhibitors of SUMOylation pathway: yeast Mot1-301 growth rescue; S. cerevisiae Mot1-301 growth rescue, ATP luminescence, 38.5C; percent above DMSO median, 100 means doubled; growth rescue, % at 18.8 µM; hit rate 1% among 320,000; AID 2716;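 active means every valid replicate shows activation above 250% relative to neutral control wells; inactive means the rest, any valid replicate at or below 250%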;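 further: OY570 slx delta 5 strain wells were the positive control but not used for scaling; some compounds called inactive have numbers as strong as hits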
# DAGLB inhibitor – diacylglycerol lipase beta (human) inhibition; Q8NCG7; HEK293T DAGLB membrane lysate, EnzChek fluorogenic substrate; inhibition, % at 5.17 µM; hit rate 0.059% among 340,000; in the data active means inhibition above about 34%;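 further: 0% = enzyme with vehicle and 100% = wells lacking enzyme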
# Target sequence (Q8NCG7 whole entry, looked up): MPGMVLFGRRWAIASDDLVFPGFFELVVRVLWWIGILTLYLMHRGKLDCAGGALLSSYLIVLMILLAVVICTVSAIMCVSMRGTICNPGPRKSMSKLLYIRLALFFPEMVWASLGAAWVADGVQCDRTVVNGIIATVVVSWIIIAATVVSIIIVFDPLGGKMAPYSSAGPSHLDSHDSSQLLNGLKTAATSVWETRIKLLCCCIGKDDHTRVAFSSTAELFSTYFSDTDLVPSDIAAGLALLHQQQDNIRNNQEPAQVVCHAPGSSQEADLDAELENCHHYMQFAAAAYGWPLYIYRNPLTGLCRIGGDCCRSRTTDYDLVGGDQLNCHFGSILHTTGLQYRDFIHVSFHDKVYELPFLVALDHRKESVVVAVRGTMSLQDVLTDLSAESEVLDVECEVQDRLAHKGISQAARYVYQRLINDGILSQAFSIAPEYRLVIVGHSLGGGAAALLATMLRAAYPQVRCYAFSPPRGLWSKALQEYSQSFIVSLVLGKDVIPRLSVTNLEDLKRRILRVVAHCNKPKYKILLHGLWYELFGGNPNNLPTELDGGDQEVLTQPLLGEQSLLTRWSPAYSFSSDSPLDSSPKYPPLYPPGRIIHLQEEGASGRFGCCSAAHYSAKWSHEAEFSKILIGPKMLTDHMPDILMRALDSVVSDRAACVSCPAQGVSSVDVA
# AddAB inh – less growth of phage-infected E. coli with AddAB; inhibition, % at 11.9 µM; hit rate 0.29% among 330,000; AID 435030; E. coli expressing H. pylori AddAB, absorbance growth; in the data active means inhibition above about 12%;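 further: 0% = vehicle wells of infected cells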
# HTR5A inv ag – HTR5A inverse agonism, opioid heterodimer counter-screen; inhibition, % at 9.3 µM; hit rate 0.083% among 340,000; HTR5A cell line, luminescence; AID 504634; in the data active means inhibition mostly above about 23%, no sharp cut-off; inactive means mostly below about 18%;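 further: 0% = cells with DMSO and 100% = no-cell wells with DMSO; some compounds called inactive have numbers as strong as hits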
# Target sequence (P47898 whole entry, looked up): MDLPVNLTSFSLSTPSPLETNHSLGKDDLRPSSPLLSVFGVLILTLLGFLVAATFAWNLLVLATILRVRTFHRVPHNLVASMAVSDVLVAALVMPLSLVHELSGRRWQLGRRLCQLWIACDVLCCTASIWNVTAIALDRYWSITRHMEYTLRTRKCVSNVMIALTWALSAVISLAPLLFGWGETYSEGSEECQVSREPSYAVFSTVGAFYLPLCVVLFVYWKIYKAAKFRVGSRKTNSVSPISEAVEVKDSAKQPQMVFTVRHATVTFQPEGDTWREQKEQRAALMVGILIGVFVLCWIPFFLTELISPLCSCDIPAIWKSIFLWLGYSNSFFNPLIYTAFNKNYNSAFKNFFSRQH
# PKA-R2B act – activates the human PKA-R2B holoenzyme complex | P22694+P31323 | PKA-R2B holoenzyme dissociation, Cy5-IP20 fluorescence polarization; R2B truncated from residue 108, S112A mutant; 0% DMSO only, 100% 113 µM cGMP | activation, % at 11.4 µM | hit rate 0.079% among 340,000;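 active means activation above a cutoff set at the mean over all compounds plus 3 SD, cut at about 18% in these data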;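 further: higher means more holoenzyme dissociation and a rise in polarization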
# Tat export inh – blocks Tat-dependent protein export in E. coli. E. coli MC4100 TorA-mCherry Tat export, fluorescence. inhibition, % at 10 µM. hit rate 0.036% among 340,000;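 active means mean replicate inhibition at least 50% and at least half of replicates individually reaching 50%; inconclusive means only one of the two criteria met; inactive means neither criterion met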;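 further: exported cargo escapes ClpAP degradation while cytoplasmic cargo is degraded and loses fluorescence; 0% = median of neutral control wells and 100% = median of NaSCN control wells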
# phage Ecoli inh – E. coli growth loss with phage present; growth absorbance; inhibition, % at 11.9 µM; hit rate 0.26% among 360,000; AID 651602; in the data active means inhibition above about 11%
# Ecoli viability – counter-screen for AddAB inhibitors: E. coli growth inhibition; inhibition, % at 11.9 µM; E. coli V3065 growth, OD600 absorbance, 18 h; hit rate 0.27% among 330,000;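 active means inhibition above the campaign's mean inhibition across all tested compounds plus 3 SD, cut at about 9.9% in these data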;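 further: uninfected addAB+ strain grown without phage in ampicillin broth; 0% = DMSO wells and 100% = ciprofloxacin 0.95 µg/ml wells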
# CDK5 inh – blocks human CDK5/p35 kinase activity. inhibition, % at 10 µM. hit rate 0.01% among 330,000. Q00535+Q15078. Recombinant CDK5/p35, ADP-Glo luminescence, 60 min;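 active means highest replicate inhibition of at least 50% and at least 75% of replicates reaching 50%; inconclusive means only one of the two criteria met; inactive means both criteria failed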;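 further: plate controls were DMSO neutral control for no effect and GW8510 at 10 µM for full effect; many of its hits are not listed in these tables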
# HTR5A ag – activates human HTR5A in OPRM1-OPRD1 agonist counter-screen. P47898. HTR5A agonist assay, luminescence, cell-based. activation, % at 9.3 µM. hit rate 0.61% among 340,000; in the data active means activation mostly above about 9.5%, no sharp cut-off; inactive means mostly below about 7.6%;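 further: 0% = cells with vehicle only and 100% = reference agonist; strong numbers were not always called active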
# * marks the source's active call; other numbers are inactive results; ? = inconclusive; . = not tested or not shown.
SMILES,PKA-R1A act,SUMO Mot1 rescue,DAGLB inhibitor,AddAB inh,HTR5A inv ag,PKA-R2B act,Tat export inh,phage Ecoli inh,Ecoli viability,CDK5 inh,HTR5A ag
CC(C)NCC(O)COc1ccc2c(c1)CCC2 (stereo unspecified),4.2,14.2,0.6,2.6,-16.1,0.4,0.9,2.9,3.4,-0.9,2.9
C=CC[C@@H](CC(=O)N(CCO)Cc1ccccc1)C(=O)NCCOC(=O)[C@H](CC=C)CC(=O)OC(C)(C)C,-6.3,7.4,-0.9,3.9,11.5,-4.2,9.4,1.4,-2.5,-1.0,5.9
COc1ccc(CCNC(=O)C2CCN(C(=O)c3ccc(Cl)cc3)CC2)cc1OC,-0.2,20.4,-1.9,2.3,-1.8,-2.3,2.6,0.9,-1.2,-3.1,0.5
CCN1CCN(c2nc3c(c(=O)[nH]c(=O)n3C)n2CCSc2nc3ccccc3s2)CC1,-6.1,-11.1,2.3,-2.7,5.4,1.9,-1.4,2.5,0.9,-0.4,-0.2
CCOC(=O)c1sc2nc(C)nc(NCCc3ccccn3)c2c1C,3.2,113.9,-5.7,4.4,-7.0,-1.1,-0.4,4.0,-2.1,-5.0,0.4
Cc1ccc(CC(=O)Nc2ccc(S(=O)(=O)Nc3ncccn3)cc2)cc1,-3.5,-9.4,1.7,-2.2,-21.9,-2.4,-3.6,3.3,-2.4,-1.4,0.4
Cc1cc(C)cc(Nc2c(F)c(F)c(F)c(F)c2C(=O)O)c1,.,10.2,.,1.8,.,.,-4.5,4.4,-1.7,0.3,.
COc1ccc2c(c1)c(=O)oc1c(C)c(OCC(=O)N3CCc4ccccc4C3)ccc12,-4.9,19.9,0.8,-0.3,-13.8,-2.0,7.2,2.7,0.1,-0.5,-0.6
COC(=O)c1[nH]c(C)c(/C(O)=C2\C(=O)C(=O)N(CCN3CCOCC3)C2c2ccccc2OC)c1C (stereo unspecified),-7.0,-6.7,0.1,4.0,-4.8,6.2,1.7,2.8,-0.2,-1.1,-1.5
C/C(CC(=O)Nc1ccc2c(c1)OCCO2)=N\NC(=O)COc1ccc(C)cc1Br,3.6,15.2,-2.4,0.8,4.2,-11.2,3.1,1.4,-1.2,-1.4,-1.6
CCc1c(C)nc2c(C)cccc2c1SCCC#N,7.2,-7.4,-4.7,2.1,3.6,-0.6,0.5,3.5,1.3,1.4,-1.4
O=C(N/N=C/c1ccc2c(c1)OCO2)c1ccc(Cl)cc1Cl,-3.2,-1.0,8.6,2.4,0.5,-0.6,1.1,1.4,-1.9,0.9,-0.2
C#CCN1C=CC(=O)[C@@H](OC(=O)NCCC)[C@H]1c1ccccc1Br,-7.6,.,-1.4,.,-2.5,1.7,-3.7,2.0,.,0.4,0.7
S=C(NCCCn1ccnc1)Nc1cccc(Cl)c1,-3.5,6.7,0.0,2.3,-26.7,-6.6,?,1.5,0.5,1.0,0.1
CCOc1cc(S(=O)(=O)n2c(C)nc3ccccc32)ccc1F,-1.7,52.8,-1.4,2.2,0.6,3.5,-3.6,2.2,1.4,2.0,0.7
CN(Cc1c(C(=O)N/N=C/c2ccc(F)cc2)nnn1-c1nonc1N)C1CCCCC1,-6.7,-67.1,1.6,5.8,-3.1,-4.2,-8.8,-0.8,-1.3,-1.5,0.8
O=C(COC(=O)CC1CC2CCC1C2)Nc1ccc(F)cc1Cl (stereo unspecified),-5.9,42.8,-4.3,0.2,8.4,-0.7,7.7,-1.9,0.4,0.1,3.9
COc1ccc(Cl)cc1C(=O)Nc1ccc(OCC(=O)N2CCOCC2)cc1,5.9,3.0,1.9,.,-20.5,4.7,21.6,2.3,.,2.5,5.9
COc1ccc(Br)cc1S(=O)(=O)Nc1cccc(C)n1,1.2,-13.4,-1.4,1.3,-25.3,-5.9,3.6,1.1,0.4,0.5,-4.7
CCOC(=O)CNS(=O)(=O)c1cc(-c2n[nH]c(=O)c3ccccc23)ccc1C,-0.3,.,2.0,.,-13.6,-2.8,4.4,1.6,.,0.2,0.0
Cc1nc(NC(=O)CSc2nnc(C)n2CC2CCCO2)sc1C (stereo unspecified),1.3,13.9,1.7,2.1,-28.7,4.3,-5.6,3.6,-0.6,0.5,1.8
CCCCSc1ncnc2[nH]ncc12,-2.5,-4.1,0.1,2.4,0.1,-5.9,6.0,1.9,0.4,1.3,0.0
CCOC(=O)c1[nH]cc(-c2ccccc2)c1N1CCOCC1,0.3,-13.0,1.5,0.2,-42.0,-10.1,10.4,3.8,-0.7,-0.2,-0.8
Cc1ccc(N(C)S(=O)(=O)c2cccc(C(=O)Nc3ccc(N4CCOCC4)cc3)c2)cc1,-3.8,13.6,0.8,0.0,5.7,-7.0,1.8,1.2,1.1,-0.6,-2.3
O=C(CNc1n[nH]c(=O)[nH]c1=O)N/N=C/C=C/c1ccccc1,-1.9,-13.0,0.7,0.3,7.3,-2.9,-1.4,-2.0,1.5,-1.8,-0.1
Cc1ccc(SC(C)c2nc(-c3ccccc3)no2)cc1 (stereo unspecified),-7.9,3.7,-17.9,2.5,-36.9,3.1,9.4,0.6,3.4,0.9,-4.8
COc1cccc(CNC(=O)CN2C(=O)NC(Cc3ccccc3)(c3ccccc3)C2=O)c1 (stereo unspecified),-2.8,12.2,-0.2,4.0,-4.6,-1.7,-3.9,3.6,2.0,-0.1,1.3
CCCOc1ccc(NC(=O)CC2C(=O)N(Cc3ccccc3)C(=S)N2Cc2cccs2)cc1 (stereo unspecified),-1.2,-21.9,-15.0,0.0,11.7,2.6,8.6,5.5,0.2,-0.5,-4.4
CCC(CC)c1nnc(NC(=O)C2=COCCO2)s1,-3.8,-12.8,3.4,2.5,-11.3,3.8,-0.6,3.6,1.1,2.2,-1.3
CC(C)CCN1CCNC(=O)C1CC(=O)NCCCN1CCOCC1 (stereo unspecified),-13.4,.,-2.6,5.2,0.1,-4.7,-1.2,0.6,-3.4,0.1,0.9
Cc1cc(Cl)c(C)c(S(=O)(=O)N2CCN(C(=O)C3CCCO3)CC2)c1Cl (stereo unspecified),-8.8,-2.0,1.0,-0.3,1.5,-5.0,9.9,-0.6,0.9,0.5,-0.6
CCC12CN(C(=O)c3ccc(C)cc3)CC(CC)(CN(C(=O)c3ccc(C)cc3)C1)C2=O,-1.3,-4.7,-0.2,-0.2,-3.9,-14.9,1.6,-0.1,-0.5,0.2,1.4
CCCCc1nc(NCc2ccccc2)c(C#N)c2c1CCCC2,-6.6,234.7,-3.4,0.8,12.6,4.9,-5.5,6.3,0.4,0.8,-4.6
CCOCc1nnc(NC(=O)c2cc(C(=O)OC)cc([N+](=O)[O-])c2)s1,10.0,227.6,-1.1,1.6,0.3,-10.5,4.4,2.5,-0.6,1.3,-0.5
CCCCCn1c(CNC(=O)CCC)nc2ccccc21,2.7,3.9,-0.7,-2.1,-15.4,5.7,-0.2,3.9,1.2,-0.7,1.5
COc1ccc(C(C)NC(=O)c2ccccc2Cl)cc1OC (stereo unspecified),-7.2,92.0,1.7,0.5,-4.2,2.0,-5.4,2.6,-1.4,0.0,0.8
O=C(Cc1ccsc1)NCC(=O)Nc1ccccc1Br,-5.5,-18.1,0.0,0.3,-9.6,-8.1,-0.8,2.6,-1.7,-0.4,5.6
O=C(c1cc2c(s1)-c1ccccc1S(=O)(=O)C2)N1CCN(Cc2ccccc2)CC1,-6.4,270.9,5.1,-1.2,-13.0,-5.0,5.2,0.5,-1.1,0.4,4.6
O=C(CCc1nnc(CCCCc2ccccc2)o1)N1CCN(CCO)CC1,-13.7,3.6,1.4,-0.7,5.7,-2.7,14.1,3.1,-2.8,1.3,3.6
COc1ccccc1CN1CC(C(=O)N(C)Cc2ccncc2C)CCC1=O (stereo unspecified),4.3,-3.9,0.8,0.9,-3.1,6.6,-0.8,3.4,-2.2,-2.9,1.8
O=C(c1cc(-c2cccs2)on1)N1CCCCC1,0.9,12.6,-2.4,1.8,-32.4,-6.9,3.9,0.2,2.1,-0.4,-1.3
CCn1c(SCC(=O)c2c(N)n(C3CC3)c(=O)[nH]c2=O)nnc1-c1ccccc1OC,6.7,35.6,-0.9,-3.4,-17.4,-8.5,3.8,0.0,-1.8,0.7,0.7
O=C(c1cccs1)N1CCc2ccccc2C1,-1.8,-5.2,-0.1,2.1,-29.5,-7.3,6.1,2.3,2.2,0.1,0.7
O=S(=O)(Nc1ccc(O)cc1)c1cccc2cccnc12,5.5,318.5,0.8,0.6,-2.0,6.8,0.9,0.1,-3.7,1.0,0.7
COc1ccc(C(=O)N/C(=C/c2ccco2)C(=O)NC2CCS(=O)(=O)C2)cc1 (stereo unspecified),-6.2,1.9,4.5,3.3,9.6,2.7,-11.3,3.8,2.2,-0.5,-3.6
C=CCN1C(=O)C(C)(C)N(C(=O)c2cccc([N+](=O)[O-])c2)c2ccccc21,-16.1,17.3,-1.8,-1.5,11.9,-6.8,-5.8,0.0,-3.2,-0.1,-3.2
NC(=O)C1(C(N)=O)OC1c1ccc(Cl)cc1Cl (stereo unspecified),-5.8,-6.8,-1.0,0.6,-15.8,0.9,9.9,1.8,-0.3,1.7,3.1
O=C(Nc1nc(-c2ccccn2)cs1)c1cccc(S(=O)(=O)N2CCOCC2)c1,-6.9,-18.9,2.1,-3.8,6.0,-0.4,-4.6,-0.5,-3.0,-10.2,-1.6
Cc1ccc(C)c(S(=O)(=O)Nc2ccc(-n3cnnn3)cc2)c1,-0.8,-11.8,-0.5,-1.2,-1.3,-6.5,-1.4,.,-1.3,-1.1,0.4
CC(C)c1ccccc1NC(=S)NC(C)c1ccccc1 (stereo unspecified),-2.1,-23.3,-2.4,1.4,-17.8,0.7,3.0,3.9,0.4,0.5,6.9
CC1CCCCN1CCCNC(=O)c1nn(C)c2c1CS(=O)(=O)c1ccccc1-2 (stereo unspecified),-8.8,184.8,2.0,4.1,17.2,1.8,0.6,3.7,-2.3,-0.3,2.5
O=C(NCc1ccco1)C(=O)c1cn(CC(=O)N2CCCCCC2)c2ccccc12,-5.3,.,0.0,-0.4,5.7,1.5,2.8,0.5,0.1,-0.9,-2.0
Cc1cccc(NC(=S)Nc2c(C)n(C)n(-c3ccccc3)c2=O)c1C,5.3,.,-0.6,0.9,11.2,-12.1,10.5,2.8,0.8,1.6,3.9
Cc1ccc(C(=O)CSc2ccc(-c3ccncc3)nn2)cc1,-1.1,-6.4,-4.1,-0.1,-14.8,1.2,1.9,-0.8,-3.8,-2.3,6.9
C[C@H](NC(=O)c1ccccc1Cl)C(=O)NCc1cccs1,0.3,-19.0,1.5,-0.4,-0.4,-2.1,0.8,2.0,1.2,-1.2,0.2
